BRCT inh green: blocks human BRCA1 BRCT binding to phosphopeptide, green readout. P38398. BRCA1 BRCT-phosphopeptide binding, green fluorescence polarization. Potency, µM (series often up to 76.9 µM), without a hit: top-dose activity change, negative = inhibition, most hits filed as inhibitors. 0.05% of 75,000 active. AID 875;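 also: potency is read from the fitted curve at half-maximal effect; plate controls were peptide without protein for full effect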
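Compounds were incubated for 12 min at room temperature with a complex of 100 nM fluorescein-tagged pBACH1 decapeptide and 250 nM His-tagged BRCT protein. Buffer was phosphate pH 7.3 with EDTA, DTT and Tween 20. Disruption of binding lowers the polarization signal.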
Casp7 inh: allosteric or competitive inhibitors of human caspase-7; P55210; recombinant caspase-7, Ac-DEVD-AFC fluorescence rate; Potency, µM (series often up to 57.5 µM), without a hit: at the top dose activity change, negative = inhibition, actives largely listed as inhibitors; 0.02% of 75,000 active; active = well fitted inhibition curve with a large enough effect in the main read-out, with a control signal flat, not every such curve was filed as active; inconclusive = small, poorly fitted or top-dose-only effect, or a change in a side signal; also: potency is read from the fitted curve at half-maximal effect; % of control where 0% means no effect
USP2a inhib: inhibitors of human ubiquitin-specific protease USP2a. O75604. Potency, µM (series often up to 38.3 µM), inactives show at the top dose activity change, negative = inhibition, most hits filed as inhibitors. USP2a enzymatic assay, qHTS inhibition. 0.1% of 60,000 active;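 also: potency is read from the fitted curve at half-maximal effect; nearly all actives have a fitted effect of over 60% in size; plate controls were DMSO for no effect and NEM full inhibition control for full effect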
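20 nM USP2 core + cpd, 30 min RT; add 20 nM Ub-PLA2/20 uM NBD C6-HPC; read Ex460/Em535 at 0 h and 2.5 h. Normalized to NEM; qHTS curve fit/classification.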
Tau filament bind: binders of human tau filaments. P10636. recombinant tau filaments, thioflavin S fluorescence, 15 h; filaments grown with octadecylsulfate alongside compound. Potency, µM (series often up to 57.1 µM), inactives show at the highest dose activity change, negative = inhibition. 2% of 71,000 active. AID 596;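 also: potency is read from the fitted curve at half-maximal effect; % is scaled to controls: 0 for no effect and ±100 for the full control effect; actives lower thioflavin S fluorescence by blocking filaments or displacing dye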
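ThS-based fibril read: tau 1 uM final, inducer ODS 30 uM final, 37 C for 15 h, ex 450/em 510 nm.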
ALOX15 inhib: 15-hLO (ALOX15) enzyme inhibition; 1.4% of 74,000 active; purified 15hLO-1, xylenol orange hydroperoxide absorbance; Potency, µM (doses to about 57.1 µM), without a hit: at the top dose activity change, negative = inhibition, usual class: inhibitors; P16050; also: potency is read from the fitted curve at half-maximal effect; % is scaled to controls: 0 for no effect and ±100 for the full control effect; nearly all actives have a fitted effect of over 55% in size
Target sequence (P16050 whole entry, looked up): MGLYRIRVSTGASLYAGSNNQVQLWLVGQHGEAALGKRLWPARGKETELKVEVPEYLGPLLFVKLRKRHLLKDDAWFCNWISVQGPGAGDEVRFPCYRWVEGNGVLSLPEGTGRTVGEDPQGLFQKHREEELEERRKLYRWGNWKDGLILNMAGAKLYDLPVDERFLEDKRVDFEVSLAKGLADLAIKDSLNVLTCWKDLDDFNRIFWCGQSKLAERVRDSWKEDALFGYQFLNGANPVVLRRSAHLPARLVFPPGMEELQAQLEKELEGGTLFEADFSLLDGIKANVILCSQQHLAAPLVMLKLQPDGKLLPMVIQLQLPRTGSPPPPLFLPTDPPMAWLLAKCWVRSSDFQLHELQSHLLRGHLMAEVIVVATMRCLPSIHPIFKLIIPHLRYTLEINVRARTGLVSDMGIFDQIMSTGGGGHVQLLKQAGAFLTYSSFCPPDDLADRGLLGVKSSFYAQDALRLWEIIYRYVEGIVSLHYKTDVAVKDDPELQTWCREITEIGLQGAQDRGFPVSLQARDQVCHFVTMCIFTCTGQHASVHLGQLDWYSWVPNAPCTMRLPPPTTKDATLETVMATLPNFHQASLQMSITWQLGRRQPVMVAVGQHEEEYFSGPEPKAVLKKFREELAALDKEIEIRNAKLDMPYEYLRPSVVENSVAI
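Inhibition is scored from a chromogenic endpoint. After 15 min enzyme-compound contact, arachidonic acid (50 uM final) reacts 6 min with 40 nM 15hLO-1 at room temperature, then Fe-XO reagent is added for 30 min and absorbance ratio recorded.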
BRCT PPI red: disrupts BRCA1 BRCT binding to phosphoprotein, red fluorophore readout; P38398; Potency, µM (doses to about 76.9 µM), inactives show at the top dose activity change, negative = inhibition, usual class: inhibitors; 0.03% of 75,000 active; BRCT-phosphopeptide binding, red fluorescence polarization; AID 892; also: % is scaled to controls: 0 for no effect and ±100 for the full control effect
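Rhodamine-labelled pBACH1 10-mer (100 nM) bound to BRCT domain (100 nM) at pH 7.3; compounds incubated 12 min room temperature, polarization read. Free peptide defines full inhibition; unlabelled decapeptide titrated as control.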
Pol III holo inh: blocks replication by bacterial DNA polymerase III holoenzyme; reconstituted DNA polymerase III holoenzyme replication, biochemical; Potency, µM (doses to about 57.1 µM), inactives show at the highest dose activity change, negative = inhibition; 0.25% of 71,000 active; AID 603; also: potency is read from the fitted curve at half-maximal effect; % is scaled to controls: 0 for no effect and ±100 for the full control effect
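Reconstituted *E. coli* holoenzyme (0.35 nM Pol III, 1 nM beta, 154 nM SSB, 2 nM primase) was preincubated with compound for 15 min at RT. Synthesis on 1.4 nM ssM13Gori ran 35 min, then was stopped with PicoGreen/EDTA and read as dsDNA fluorescence.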
HEK293 cAMP ctrl: parental HEK293 cAMP activation (counter-screen) | AID 938 | parental HEK293 CNG cAMP sensor, membrane potential fluorescence | Potency, µM (top dose mostly 57.1 µM), without a hit: top-dose activation, actives largely listed as activators | 2.5% of 73,000 active; also: potency is read from the fitted curve at half-maximal effect; % of control where 0% means no effect; nearly all actives have a fitted effect of over 55% in size
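Counterscreen for endogenous-receptor signalling: CNG-channel HEK 293 cells report cAMP rise by membrane depolarization. After 60 min dye equilibration with 100 uM RO 20-1724, compounds incubated 30 min before bottom-read fluorescence at 590 nm.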
Caspase-1 inhib: allosteric or competitive inhibitors of human caspase-1; Caspase-1 enzyme, Ac-WEHD-AFC fluorogenic rate; Potency, µM (top dose mostly 57.5 µM), inactives show at the top dose activity change, negative = inhibition, usual class: inhibitors; 0.03% of 75,000 active; AID 900;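 also: potency is read from the fitted curve at half-maximal effect; plate controls were vehicle for no effect and no substrate for full effect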
Target sequence (P29466 120-297 limits assumed): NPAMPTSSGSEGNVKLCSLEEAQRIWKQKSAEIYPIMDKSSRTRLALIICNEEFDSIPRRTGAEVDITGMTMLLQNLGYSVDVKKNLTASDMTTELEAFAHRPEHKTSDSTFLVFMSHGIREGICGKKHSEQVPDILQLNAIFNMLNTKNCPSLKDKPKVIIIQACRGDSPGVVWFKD
Target sequence (P29466 317-404 limits assumed): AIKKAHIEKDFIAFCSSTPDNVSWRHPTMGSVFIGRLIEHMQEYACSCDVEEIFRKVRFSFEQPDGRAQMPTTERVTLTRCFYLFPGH
HADH2 inh: HADH2 (human) dehydrogenase inhibition. 3.4% of 73,000 active. AID 886. Potency, µM (series often up to 57.1 µM), for inactives: at the top dose activity change, negative = inhibition, hits mostly inhibitors. Q99714. recombinant HADH2, NADH fluorescence, beta-hydroxybutyryl-CoA; also: potency is read from the fitted curve at half-maximal effect; % is scaled to controls: 0 for no effect and ±100 for the full control effect; nearly all actives have a fitted effect of over 60% in size; many of its hits are not listed in these tables
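His-tagged recombinant enzyme from E. coli, 20 nM, preincubated 15 min RT with compound; reaction started with 1 mM NAD+ and 90 uM beta-hydroxybutyryl-CoA in 100 mM Tris-HCl pH 9.0. NADH fluorescence (ex 360/em 450) read over 4 min; last-minus-first difference.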
Rhodamine fluor: compound autofluorescence in rhodamine spectral region. Rhodamine-region fluorescence, 547/598 nm, Tris buffer; active compounds read high. max dye-equivalent concentration, M. 0.05% of 59,000 active. AID 594; in the data active = max dye-equivalent concentration above about 11 nM; inconclusive = between about 1.1 nM and that limit
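Compound fluorescence in 100 mM Tris, pH 8.0, read after 15 min at room temperature with 547 nm excitation and 598 nm emission. Output is dye-equivalent concentration from an on-plate rhodamine standard series.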
* hit, by the source's call; i = inactive; ? = inconclusive; . = not tested or not shown. Unless noted, calls follow the shape of the dose curve; as a rule, active = well fitted curve in the direction sought with a large enough effect; inconclusive = small, poorly fitted or top-dose-only effect, or another doubt; inactive = no such curve, though single readings can be large; an effect the other way counts as inactive or inconclusive.

SMILES,BRCT inh green,Casp7 inh,BRCT PPI red,USP2a inhib,Caspase-1 inhib,Pol III holo inh,HADH2 inh,Tau filament bind,ALOX15 inhib,HEK293 cAMP ctrl,Rhodamine fluor
COC(=O)c1ccc(C(NC(=O)OCc2ccccc2)/C(=C/[C@@H](C)C(=O)NCc2cc(C)n(C)n2)c2cccnc2)cc1 (stereo partly drawn),-3.5%,1%,1.0%,.,2%,-3%,0%,-3%,3%,10%,.
O=C(NCCCN1CCOCC1)[C@@H]1CSC2c3ccccc3C(=O)N21 (stereo partly drawn),-1.2%,-1%,-1.9%,7%,0%,-7%,1%,-6%,0%,7%,i
O=C(c1cccnc1)N1CCC(c2nc3ccccc3[nH]2)CC1,-0.4%,1%,-0.2%,-10%,0%,-4%,5%,3%,5%,4%,i
O=C(c1cnc2sccn2c1=O)N(Cc1ccccc1)c1ccccn1,-3.0%,1%,0.4%,.,1%,-1%,-16%,-3%,-5%,-9%,.
CCCCCCN(C(=O)CCCCCN1C(=O)NC(c2ccc(-c3ccccc3)cc2)C(C(=O)OCc2ccccc2)=C1C)C(C(=O)NCCCC)c1ccc(OCC(=O)OC)cc1 (stereo not drawn),-0.9%,0%,-0.4%,.,-5%,-7%,-3%,50%,-16%,5%,.
CCCCc1c(O)n2c(nc3ccccc32)[nH]c1=O,-0.8%,2%,1.6%,-4%,-3%,-6%,-5%,-9%,-3%,1%,i
COc1cc(NC(=O)C2CCCN2S(=O)(=O)c2cccc3cccnc23)cc(OC)c1OC (stereo not drawn),-1.2%,1%,1.5%,.,-1%,1%,0%,121%,10%,-3%,.
CCOc1ccc(OCC)c(S(=O)(=O)N2CCCCC2)c1,-2.4%,1%,0.3%,-3%,-1%,-4%,11%,3%,1%,?,i
CCCCn1c(CNC(C)=O)nc2ccccc21,-1.7%,2%,0.5%,.,-2%,1%,8%,-18%,-3%,3%,.
COc1ccc(Br)cc1CNC(=O)C1CCN(S(=O)(=O)N2CCCCC2)CC1,1.0%,-1%,0.0%,25%,-2%,0%,7%,-4%,-9%,-1%,i
COCCN(CCOC)S(=O)(=O)c1ccc(C(=O)Nc2nnc(C)o2)cc1,-1.3%,1%,0.7%,1%,1%,-2%,-9%,-1%,12%,7%,i
COC(=O)CSC1=C(C#N)C(c2ccc(Cl)cc2)C(C(=O)OC)C(=O)N1 (stereo not drawn),-3.3%,0%,0.8%,-2%,-1%,-12%,?,-6%,-9%,14%,i
CC(CP(=O)(O)O)NC(=O)Cc1ccccc1 (stereo not drawn),-4.3%,-1%,0.3%,-1%,2%,-7%,13%,-8%,-16%,4%,i
CC(=O)c1cnc(N2CCCCC2)nc1C,-0.3%,0%,0.5%,-4%,0%,-4%,3%,-1%,2%,9%,i
CC(=O)Nc1ccc(S(=O)(=O)NCc2cn3ccsc3n2)cc1,-0.3%,-1%,-0.2%,-2%,3%,2%,0%,-2%,3%,4%,i
CC(C)(C)n1ncc2c(=O)n(CC(=O)NCCc3ccccc3)cnc21,-0.4%,-5%,-0.1%,-1%,1%,2%,10%,6%,2%,10%,i
Cc1cc(OCCSc2nnc(-c3cccs3)n2C)ccc1Cl,0.6%,-1%,0.6%,15%,1%,-7%,16%,2%,-11%,-13%,i
c1ccc(COc2ccc(OCCn3cncn3)cc2)cc1,-1.2%,-3%,1.3%,-2%,1%,-1%,6%,1%,8%,-1%,i
COC(=O)CNC(=O)c1cn(CC(C)C)c(=O)c2cc(OC)c(OC)cc12,-3.8%,-1%,0.4%,-7%,0%,-1%,0%,-1%,-2%,2%,i
COc1ccc(C)cc1NC(=O)CN(c1ccccc1F)S(C)(=O)=O,-2.6%,-1%,1.3%,9%,1%,0%,4%,7%,6%,-4%,.
COC(=O)c1ccccc1NC(=O)Nc1cccnc1,-2.8%,-4%,-7.0%,3%,2%,-6%,-22%,4%,8%,-13%,i
CSc1nsc(SC)c1NC(=O)OCc1ccccc1,-0.1%,0%,-0.1%,4%,0%,-9%,?,0%,3%,?,i
COC(=O)[C@@]1(Cc2ccc(F)cc2)[C@H]2c3cc(C(=O)N(C)C)n(Cc4c(CO)[nH]cc(C)c4=O)c3C[C@H]2CN1C(=O)c1ccccc1,0.1%,2%,-0.6%,.,0%,-7%,4%,3%,.,18%,.
Cc1cc2ccccn2c1C(=O)c1ccncc1,-2.6%,0%,-0.3%,-1%,-1%,0%,-3%,-2%,-4%,-2%,i
Cc1nnc(SCC(=O)N2CCc3ccccc32)s1,-0.7%,1%,-2.5%,0%,-2%,-3%,7%,2%,12%,0%,i
CCOC(=O)c1[nH]c(C)c(C(=O)NC(C)CC)c1C (stereo not drawn),0.4%,0%,-0.4%,.,1%,-6%,7%,-3%,-4%,-7%,.
O=C(CCn1c(=O)c2sccc2n(CC(=O)OCc2ccccc2)c1=O)NCc1ccco1,-0.4%,-2%,-1.4%,13%,1%,1%,-1%,-10%,-6%,9%,i
CCCn1c(N2CCC(Cc3ccccc3)CC2)nc2c1c(=O)[nH]c(=O)n2C,-1.2%,-4%,-0.4%,-1%,-2%,1%,6%,3%,-20%,12%,i
CC(C)c1ccccc1NC(=O)c1cccnc1,-2.5%,1%,-0.7%,4%,0%,-2%,4%,1%,14%,4%,i
Cc1nn(-c2ccccc2)c(Cl)c1C(=O)NCC(=O)O,-1.2%,1%,-0.2%,-6%,-1%,-1%,-7%,-1%,5%,-1%,i
O=C(Nc1cnn(C23CC4CC(CC(C4)C2)C3)c1)c1cc(-c2ccccc2)on1,-0.1%,0%,-1.8%,29%,-2%,-2%,20%,23%,-16%,10%,i

Three compounds already listed, arranged by the number in Pol III holo inh, high to low:
compound | Pol III holo inh
CC(=O)c1cnc(N2CCCCC2)nc1C | -4%
COC(=O)c1ccccc1NC(=O)Nc1cccnc1 | -6%
Cc1cc(OCCSc2nnc(-c3cccs3)n2C)ccc1Cl | -7%

Grouped by structure, the compounds so far with a Cl atom (three)
SMILES,BRCT inh green,Casp7 inh,BRCT PPI red,USP2a inhib,Caspase-1 inhib,Pol III holo inh,HADH2 inh,Tau filament bind,ALOX15 inhib,HEK293 cAMP ctrl,Rhodamine fluor
COC(=O)CSC1=C(C#N)C(c2ccc(Cl)cc2)C(C(=O)OC)C(=O)N1 (stereo not drawn),-3.3%,0%,0.8%,-2%,-1%,-12%,?,-6%,-9%,14%,i
Cc1cc(OCCSc2nnc(-c3cccs3)n2C)ccc1Cl,0.6%,-1%,0.6%,15%,1%,-7%,16%,2%,-11%,-13%,i
Cc1nn(-c2ccccc2)c(Cl)c1C(=O)NCC(=O)O,-1.2%,1%,-0.2%,-6%,-1%,-1%,-7%,-1%,5%,-1%,i

Given field by field: part of the list above.
CCOc1ccc(OCC)c(S(=O)(=O)N2CCCCC2)c1
  BRCT inh green = -2.4%
  Casp7 inh = 1%
  BRCT PPI red = 0.3%
  USP2a inhib = -3%
  Caspase-1 inhib = -1%
  Pol III holo inh = -4%
  HADH2 inh = 11%
  Tau filament bind = 3%
  ALOX15 inhib = 1%
  HEK293 cAMP ctrl = ?
  Rhodamine fluor = i

CCCCn1c(CNC(C)=O)nc2ccccc21
  BRCT inh green = -1.7%
  Casp7 inh = 2%
  BRCT PPI red = 0.5%
  USP2a inhib = .
  Caspase-1 inhib = -2%
  Pol III holo inh = 1%
  HADH2 inh = 8%
  Tau filament bind = -18%
  ALOX15 inhib = -3%
  HEK293 cAMP ctrl = 3%
  Rhodamine fluor = .

High-throughput results as filed in PubChem.

The list is partial; rates above refer to the full screens.
